PLK1 kinase inh: human PLK1 kinase inhibitors, primary screen, biochemical, TR-FRET; Serine/threonine-protein kinase PLK1 (Homo sapiens), P53350; AID 619, 2007; hit rate 0.53% among 97,000; recombinant PLK1 kinase, TR-FRET peptide phosphorylation; inhibition, % at 10 µM;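 active = inhibition of 50% or more in the single-concentration screen; inactive = inhibition below 50%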;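 note: 0% = DMSO max control and 100% = H-89 dihydrochloride min control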
Target sequence (P53350 whole entry, looked up): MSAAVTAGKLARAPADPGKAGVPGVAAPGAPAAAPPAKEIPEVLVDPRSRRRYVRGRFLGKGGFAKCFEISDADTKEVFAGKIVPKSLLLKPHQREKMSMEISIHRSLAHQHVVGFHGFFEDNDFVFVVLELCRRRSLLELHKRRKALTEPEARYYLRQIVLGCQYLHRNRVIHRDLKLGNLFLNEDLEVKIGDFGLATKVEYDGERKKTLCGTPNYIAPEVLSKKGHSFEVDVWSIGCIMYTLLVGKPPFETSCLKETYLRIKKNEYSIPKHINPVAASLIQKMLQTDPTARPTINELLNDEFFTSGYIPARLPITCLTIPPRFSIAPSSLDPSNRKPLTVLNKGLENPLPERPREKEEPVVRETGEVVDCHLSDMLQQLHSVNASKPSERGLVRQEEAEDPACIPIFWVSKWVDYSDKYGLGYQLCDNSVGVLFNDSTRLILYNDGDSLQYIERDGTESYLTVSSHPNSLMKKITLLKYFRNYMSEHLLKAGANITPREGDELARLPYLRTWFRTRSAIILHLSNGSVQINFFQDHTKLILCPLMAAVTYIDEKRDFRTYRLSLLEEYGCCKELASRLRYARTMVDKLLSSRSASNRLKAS
Plk1 PBD FP: Plk1 polo box domain binding inhibitors, primary screen, biochemical, fluorescence polarization; hit rate 0.13% among 97,000; Serine/threonine-protein kinase PLK1 (Homo sapiens), P53350; inhibition, %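 (tested at about 20 µM)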; Plk1 PBD phosphopeptide binding; in the data active = inhibition above about 34%, passing the limit was not always enough
E coli WT exp: growth inhibitors of wild-type E. coli, primary screen, strain BW25113, expanded library, OD600 | OD600 absorbance | growth inhibition, % at 100 µM | hit rate 0.15% among 98,000 | AID 710, 2007;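 active = growth inhibition above about 50% at one test dose, limit read from the data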;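 note: growth measured after 20 h incubation at 37 °C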
DAT uptake mod: changed hDAT dopamine uptake under cocaine IC80, either direction, primary screen, cocaine antagonist project, cell-based, LLC-PK1 hDAT, [14C]-dopamine uptake, MLSMR; AID 449768, 2010; LLC-PK1 hDAT cells, [14C]-dopamine uptake with cocaine IC80; actives deviate in either direction; hit rate 1.3% among 110,000; B-score at 10 µM;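 active = Z score or B-score, a plate-position-corrected score, falls beyond the plate's 99.7% confidence bounds, in either direction; inactive = both scores lie inside the 99.7% bounds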;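 note: scored against the spread of the other compound wells on the same plate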
* marks the source's active call; other numbers are inactive results; · = not tested or not shown. These rows are one share of the data; count on the stated rates, not on these rows.

cpd | SMILES | PLK1 kinase inh | Plk1 PBD FP
1 | C=CCn1c(=O)c2ccccc2n2c(SCC(=O)NCCc3ccccc3)nnc12 | · | ·
2 | Cc1ccc(C(O)c2nccn2C)o1 (stereo not drawn) | · | ·
3 | O=c1[nH]c(SCc2ccccc2Cl)nc2c1cnn2-c1ccccc1 | · | ·
4 | O=C(NC1CCCC1)C(c1ccc(Cl)cc1)N1CCOCC1 (stereo not drawn) | · | ·
5 | Cc1c(NC(=O)C2CCN(S(=O)(=O)c3ccccc3)CC2)c(=O)n(-c2ccccc2)n1C | · | ·
6 | O=S(=O)(NC1CCCC1)c1ccc(S(=O)(=O)N2CCc3ccccc32)cc1 | · | ·
7 | CC1CCCCN1CCn1cnc2c([nH]c3ccccc32)c1=O (stereo not drawn) | · | ·
8 | O=C(CC(c1ccco1)S(=O)(=O)c1ccccc1)c1ccc(F)cc1 (stereo not drawn) | · | ·
9 | CCOC(=O)c1ccc(NC(=O)C(CC)(CC)C(=O)OCC)cc1 | · | ·
10 | O=C(Cn1cc2c(n1)CCCC2)NCc1cccc(Cl)c1 | · | ·

cpd | E coli WT exp | DAT uptake mod
1 | -17 | 0.076
2 | -7 | 0.092
3 | -6 | -0.092
4 | 10 | -0.045
5 | -4 | 0.69
6 | -8 | -1.1
7 | 9 | -0.2
8 | -1 | -0.02
9 | 6 | 1.8
10 | 8 | -0.54

9 compounds already listed, arranged by SMILES length, descending.
cpd | SMILES | PLK1 kinase inh | Plk1 PBD FP
5 | Cc1c(NC(=O)C2CCN(S(=O)(=O)c3ccccc3)CC2)c(=O)n(-c2ccccc2)n1C | · | ·
6 | O=S(=O)(NC1CCCC1)c1ccc(S(=O)(=O)N2CCc3ccccc32)cc1 | · | ·
1 | C=CCn1c(=O)c2ccccc2n2c(SCC(=O)NCCc3ccccc3)nnc12 | · | ·
8 | O=C(CC(c1ccco1)S(=O)(=O)c1ccccc1)c1ccc(F)cc1 (stereo not drawn) | · | ·
3 | O=c1[nH]c(SCc2ccccc2Cl)nc2c1cnn2-c1ccccc1 | · | ·
7 | CC1CCCCN1CCn1cnc2c([nH]c3ccccc32)c1=O (stereo not drawn) | · | ·
4 | O=C(NC1CCCC1)C(c1ccc(Cl)cc1)N1CCOCC1 (stereo not drawn) | · | ·
10 | O=C(Cn1cc2c(n1)CCCC2)NCc1cccc(Cl)c1 | · | ·
2 | Cc1ccc(C(O)c2nccn2C)o1 (stereo not drawn) | · | ·

cpd | E coli WT exp | DAT uptake mod
5 | -4 | 0.69
6 | -8 | -1.1
1 | -17 | 0.076
8 | -1 | -0.02
3 | -6 | -0.092
7 | 9 | -0.2
4 | 10 | -0.045
10 | 8 | -0.54
2 | -7 | 0.092

The listing continues.
cpd | SMILES | PLK1 kinase inh | Plk1 PBD FP
11 | O=C(c1c(Cl)nc2sccn12)N1CCCc2ccccc21 | · | ·
12 | C1CCC(CNc2c3c(nc4nnnn24)CCCC3)CC1 | · | ·
13 | CN(C)CCCOC(=O)c1ccc(Br)cc1 | · | ·
14 | COc1cccc(-n2cnc3cccc(N)c32)c1 | · | ·
15 | CCOc1ccc(-c2noc(CCC(=O)NC)n2)cc1OCC | · | ·
16 | CCOC(=O)c1cc2c(ccn2C)n1CC(=O)N1CCC(Cc2ccccc2)CC1 | · | ·
17 | CCc1ccc(N(CC(=O)O)S(=O)(=O)c2c(C)noc2C)cc1 | · | ·
18 | CCc1c(C(=O)NNC(=S)NCCc2ccccc2)csc1C | -7 | 8
19 | CCC(C)NC(=S)NNC(=O)c1ccc(C(C)(C)C)cc1 (stereo not drawn) | -3 | -4
20 | CCOc1ccc(NC(=S)Nc2ccc(OC(F)(F)F)cc2)cc1 | -8 | -16

cpd | E coli WT exp | DAT uptake mod
11 | 8 | -0.66
12 | 3 | -0.079
13 | -2 | -0.86
14 | 0 | -1.2
15 | -4 | -0.49
16 | -32 | -0.1
17 | -8 | -0.87
18 | · | 0.32
19 | · | 0.23
20 | · | 0.6

(further entries)
cpd | SMILES | PLK1 kinase inh | Plk1 PBD FP
21 | C#CC(CC)(CC)NC(=S)Nc1cccc(C(C)=O)c1 | -13 | -9
22 | CC(=O)c1cc(C#N)c(Oc2ccc(Cl)cc2Cl)nc1C | -9 | 12
23 | CCOC(=O)c1cc(C#N)c(N2CCCCC2)nc1-c1ccccc1 | -8 | 20
24 | Cc1ccccc1C(=O)Nc1ccccc1Sc1ccccc1 | -6 | -18
25 | O=[N+]([O-])c1cccc(/C=N\N2CCN(c3ccc(Cl)cc3)CC2)c1 | -13 | 17
26 | S=C(Nc1ccc(Cl)c(Cl)c1)NC1CCN(Cc2ccccc2)CC1 | -4 | 23
27 | CCOC(=O)Cn1nc(/C=C/c2ccc(OC)cc2)ccc1=O | -6 | -1
28 | CCOc1cc(C(=S)N2CCCC2)ccc1OCC(=O)Nc1c(C)cc(C)cc1C | -2 | -10
29 | CCOc1ccc(C(=O)NC(=S)Nc2ccc(N3CCC(C)CC3)cc2)cc1[N+](=O)[O-] | -12 | 16
30 | OCCNCc1cc(Br)ccc1OCc1ccc(Cl)cc1Cl | -1 | 10

cpd | E coli WT exp | DAT uptake mod
21 | · | 1.7
22 | · | 0.61
23 | · | 1
24 | · | 1.1
25 | · | -0.1
26 | · | -1.1
27 | · | -0.12
28 | · | -0.32
29 | · | -0.48
30 | · | 0.25

Look-ups from the list.
In PLK1 kinase inh, CCc1c(C(=O)NNC(=S)NCCc2ccccc2)csc1C has -7
In DAT uptake mod, O=c1[nH]c(SCc2ccccc2Cl)nc2c1cnn2-c1ccccc1 has -0.092
